HPDE-C7 viability: cytotoxicity in HPDE-C7 cells, cell-based, fluorescence, HTS (AID 430) | HPDE-C7 pancreatic duct cells viability, fluorescence; higher % means a stronger effect | one-dose cytotoxicity, % at 10 µM; EC50 in µM for titrated hits | 63,000 compounds, 1.8% hits;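 further: cells exposed to compound for 48 hours before viability readout; 0% = vehicle and 100% = reference cytotoxic drug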
DPM-DC inhibit: blocks S. pneumoniae diphosphomevalonate decarboxylase. 65,000 compounds, 0.49% hits. calls only at 10 µM. AID 556. purified DPM-DC, PK/LDH coupled NADH fluorescence;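 active means the 320 compounds with the highest percent inhibition in the single-dose primary screen, excluding strongly autofluorescent ones, cut at about 32% in these data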;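 further: kinetic rate of NADH fluorescence loss reporting ADP formed by the decarboxylase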
Spn PMK inh: blocks S. pneumoniae phosphomevalonate kinase | purified PMK, PK/LDH-coupled NADH absorbance 340 nm | inhibition, % at 10 µM | 65,000 compounds, 0.49% hits | AID 539;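 active means top-ranked compounds by inhibition in the single 10 µM screen, taking a fixed number of the strongest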;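 further: 0% = full reaction with DMSO carrier and 100% = background rate without enzyme reaction; no value below 0 was filed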
Bfl-1 inhibitors: displacement of Bid BH3 peptide from Bfl-1 – biochemical, fluorescence polarization, FITC-Bid, mouse, primary screen (AID 432); FITC-Bid BH3 peptide fluorescence polarization displacement; higher % means a stronger effect; displacement, % at 20 µM, or IC50 in µM where a hit was titrated; 64,000 compounds, 0.02% hits; in the data active means a potency from the dose series; inactive means the rest, 99 in 100 with displacement below about 15%; further: strong numbers were not always called active
HT1080 cytotoxicity: cytotoxicity in HT1080 fibrosarcoma cells, cell-based, fluorescence readout (AID 620). HT1080 viability, fluorescence; higher % means a stronger effect. cytotoxicity, % at 10 µM; hits with a dose series show EC50 in µM. 87,000 compounds, 0.42% hits;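 further: cells exposed to compound overnight then 4 h with Alamar Blue; 0% = vehicle DMSO and 100% = killing control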
Alkaline phosphatase: inhibition of tissue-nonspecific alkaline phosphatase – biochemical, luminescent (AID 518). one-dose inhibition, % at 20 µM; IC50 in µM for titrated hits. purified TNAP enzyme, luminescent substrate readout; higher % means a stronger effect. 64,000 compounds, 0.09% hits; in the data active means a potency from the dose series; inactive means the rest, 99 in 100 with inhibition below about 22%;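 further: plate controls were vehicle for no effect and reference inhibitor for full effect; many of its hits are not listed in these tables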
HPDE-C7K KRASV12: cytotoxicity in KRAS-transformed pancreatic duct cells, primary screen, cell-based, fluorescence, HTS (AID 431); one-dose cytotoxicity, % at 10 µM; EC50 in µM for titrated hits; 63,000 compounds, 1.7% hits; HPDE-C7K KRASV12 cells, Alamar Blue viability, 48 h; higher % means a stronger effect;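 active means compounds whose percent cytotoxicity in the single-dose primary screen, scaled between solvent and toxic-drug controls, exceeds 50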;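 further: 0% = DMSO solvent wells and 100% = doxorubicin-treated wells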
Spn MK inh: S. pneumoniae mevalonate kinase inhibition. 65,000 compounds, 0.48% hits. inhibition, % at 10 µM. purified MK, PK/LDH-coupled NADH absorbance 340 nm. AID 555;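 active means ranked among the strongest by inhibition in the single 10 µM screen, a fixed top-ranked set picked for dose follow-up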; further: no value below 0 was filed
LYP phosphatase: inhibition of human PTPN22 tyrosine phosphatase – biochemical, DiFMUP fluorescence, recombinant catalytic domain, 10 µM, primary screen (AID 606). inhibition, % at 10 µM; hits with a dose series show IC50 in µM. 52,000 tested, under 10 active. recombinant LYP catalytic domain, DiFMUP fluorescence; higher % means a stronger effect;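 active means IC50 under 40 µM in the dose-response test; inactive means IC50 of 40 µM or more, or never dose-tested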
Spn PMK inh pilot replicates: second read-out of Spn PMK inh, no call of its own (marks repeat the call); inhibition, %; measured here: pilot screen replicates
Spn MK inh pilot replicates: further read-out of Spn MK inh, marked with its call; inhibition, %; measured here: pilot screen replicates
DPM-DC inhibit pilot screen %: second read-out of DPM-DC inhibit, no call of its own (marks repeat the call); inhibition, %; measured here: pilot screen trials
Active calls of the source: *; i = inactive; x = not tested or not shown. Unless noted, no stated cut-off is given here; in the data, active means cytotoxicity above about 50%; inactive means the rest. Rows were taken by chance; 3.4% or so of the library scored in one or more.

SMILES | HPDE-C7 viability | DPM-DC inhibit | Spn PMK inh | Bfl-1 inhibitors | HT1080 cytotoxicity | Alkaline phosphatase | HPDE-C7K KRASV12 | Spn MK inh | LYP phosphatase | others
OC1(c2cn(Cc3ccccc3)nn2)CCCCC1 | 0% | i | 11 | -2% | -12% | 9% | -7% | 13 | x
N#CCSc1nc2c(sc(=S)n2Cc2ccco2)c(=O)n1-c1ccc(F)cc1 | 9% | i | 4 | -9% | 31% | 9% | 3% | 3 | 4%
CCN1CCn2c1nc(N1CCCCC1)nc2=O | 1% | i | 5 | -2% | 2% | 11% | -7% | 5 | -11%
COc1ccc(S(=O)(=O)Nc2cc(C(=O)NC3CCCCCC3)ccc2N2CCOCC2)cc1 | -8% | i | 16 | -3% | -2% | 5% | -8% | 8 | x
Cc1nc2nc(SCC(=O)C(C)(C)C)[nH]c2cc1Br | 6% | i | 10 | 1% | 2% | 9% | 3% | 7 | -1%
COc1ccc(S(=O)(=O)N2CCC(C(N)=O)CC2)cc1 | -33% | i | 19 | -5% | 4% | 5% | -14% | 6 | -1%
COc1nc(OC)nc(N(C)CCO)n1 | -2% | i | 3 | -2% | 23% | 7% | 3% | 9 | 6%
COc1ccc(NC(=O)Nc2ccccc2C(=O)N2CCCC2)cc1 | -7% | i | 2 | -6% | 6% | 7% | 0% | 7 | -2%
COc1ccccc1Nc1cc(C(=O)NCCCN2CCOCC2)c2ccccc2n1 | -9% | i | 8 | -1% | 1% | 4% | -7% | 1 | -3%
O=C(CSc1nnnn1C1CCCCC1)NCc1cccc(C(=O)O)c1 | -14% | i | 3 | 2% | 8% | 8% | -5% | 3 | 26%
CCC(C)NC(=O)C(Cc1ccccc1)NS(=O)(=O)c1cccc2nsnc12 (stereo unspecified) | -18% | i | 14 | -10% | -6% | 8% | -10% | 6 | 11%
CCCOc1ccc(NC(=O)C2CC(=O)N(C(C)C)C2)cc1 (stereo unspecified) | 6% | i | 18 | -2% | 1% | 1% | -12% | 6 | 15%
CCOc1ccc(N(CC(=O)NCc2ccccc2)S(C)(=O)=O)cc1 | -18% | i | 12 | -2% | -3% | -1% | -12% | 6 | 5%
Cc1nnc(SCc2ccon2)n1-c1ccccc1 | x | i | 0 | x | 3% | x | x | 8 | 0%
CCOC(=O)c1c(-c2ccc(C)o2)csc1N | -1% | i | 0 | 2% | -3% | 12% | -1% | 0 | 5%
Cc1ccccc1Nc1nc(N)nc(CSc2nnc3sc4ccccc4n23)n1 | 5% | i | 14 | -8% | -3% | 7% | -2% | 0 | 15%
CCCc1nc(NC2CCCCC2)c(C#N)c2c1COC(C)(C)C2 | -4% | i | 0 | -3% | -6% | 6% | -34% | 12 | 9%
COc1ccccc1N1CCN(C(=O)c2c(-c3c(Cl)cccc3Cl)noc2C)CC1 | 20% | i | 23 | 0% | -5% | 22% | 19% | 0 | 2% | Spn PMK inh pilot replicates=1.5;Spn MK inh pilot replicates=0.0;DPM-DC inhibit pilot screen %=0.0
Cn1c(=O)oc2cc(S(=O)(=O)Nc3ccc4c(c3)OCCO4)ccc21 | x | i | 8 | x | -8% | x | x | 7 | 7%
COc1ccccc1OCCCn1c(=O)oc2ccccc21 | 7% | i | 7 | 6% | 10% | 17% | 17% | 14 | 5% | Spn PMK inh pilot replicates=4.0;Spn MK inh pilot replicates=3.0;DPM-DC inhibit pilot screen %=1.0
CCC(C)[C@H](N)c1nnc(SCC(=O)Nc2cccc(Cl)c2)o1 (stereo partly specified) | -10% | i | 12 | -7% | -2% | 6% | -7% | 7 | x
COc1ccc2[nH]c3c(=O)n(CCCCC(=O)NCCN4CCCC4)c(=S)[nH]c3c2c1 | 6% | i | 4 | 4% | 11% | 8% | 12% | 19 | 0%
Cc1ccccc1CSc1nncn1N | x | i | 7 | -1% | 11% | 9% | x | 14 | -1%
Cc1onc(-c2ccccc2)c1C(=O)NCc1cccnc1 | 5% | i | 5 | -1% | -4% | 6% | 3% | 3 | 11% | Spn PMK inh pilot replicates=0.0;Spn MK inh pilot replicates=0.5;DPM-DC inhibit pilot screen %=0.5
CC1=C(C(=O)N2CCOCC2)C(c2ccsc2)C2=C(CCCC2=O)N1 (stereo unspecified) | 13% | x | 4 | -3% | 2% | 5% | 4% | 10 | 1% | Spn PMK inh pilot replicates=1.0;Spn MK inh pilot replicates=0.0
SMILES | HPDE-C7 viability | DPM-DC inhibit | Spn PMK inh | Bfl-1 inhibitors | HT1080 cytotoxicity | Alkaline phosphatase | HPDE-C7K KRASV12 | Spn MK inh | LYP phosphatase | others
CCCc1ccc(OCCNC(C)=O)cc1 | -14% | i | 16 | -1% | -10% | -3% | -25% | 4 | 15%
O=C(NCc1ccc2c(c1)OCO2)C1CCN(c2ccc(S(=O)(=O)N3CCCC3)cc2)CC1 | -26% | i | 0 | -1% | 1% | 4% | -19% | 7 | x
O=S1(=O)CC=C(CSc2nc3ccccc3[nH]2)C1 | -9% | i | 10 | 4% | -6% | 22% | -12% | 4 | 9%
CCCCCCn1c(CN2CCN(Cc3ccccc3)CC2)nc2c1c(=O)n(C)c(=O)n2C | 25% | i | 12 | -1% | -1% | 19% | 30% | 9 | 6% | Spn PMK inh pilot replicates=1.0;Spn MK inh pilot replicates=0.0;DPM-DC inhibit pilot screen %=1.0
C/C(NC1CCCC1)=C(/C#N)C(N)=O | -9% | i | 0 | 8% | -1% | 4% | -8% | 7 | -2% | Spn PMK inh pilot replicates=6.0;Spn MK inh pilot replicates=12;DPM-DC inhibit pilot screen %=4.5
COc1ccccc1NC(=O)N(CCN(C)C)Cc1cc2cc(C)ccc2[nH]c1=O | 24% | i | 6 | -6% | -3% | 16% | 20% | 6 | 7%
COCCn1c(NCc2ccc(C)cc2)nc2c1c(=O)[nH]c(=O)n2C | -12% | i | 9 | -4% | 1% | 7% | -10% | 0 | -4% | Spn PMK inh pilot replicates=1.0;Spn MK inh pilot replicates=0.0;DPM-DC inhibit pilot screen %=0.5
COC(=O)[C@H](C)NC(=O)NCc1ccc(F)cc1 | -4% | i | 15 | -2% | -5% | 9% | -3% | 15 | x | Spn PMK inh pilot replicates=1.0;Spn MK inh pilot replicates=0.0;DPM-DC inhibit pilot screen %=0.0
COc1ccc(-n2nnnc2SC(C)C(N)=O)cc1 (stereo unspecified) | -1% | i | 11 | -6% | -7% | 13% | 10% | 3 | x
Cc1noc(C(=O)NCc2ccco2)c1Cl | 3% | i | 3 | 4% | -3% | 8% | 0% | 4 | 6%
CCOc1cc(CO)ccc1OCC(=O)N1CCCCC1 | -12% | i | 9 | 2% | 10% | 6% | 2% | 11 | -16%
CCc1ccccc1NC(=O)CSc1nc2ccccc2n1CC(=O)N(C)C | 2% | i | 6 | -2% | -8% | 1% | -1% | 2 | x
Cc1cc(C(=O)COC(=O)C2COc3ccccc3O2)c(C)n1CC1CCCO1 (stereo unspecified) | -3% | i | 11 | -4% | 7% | 9% | 0% | 9 | 12% | Spn PMK inh pilot replicates=5.5;Spn MK inh pilot replicates=1.0;DPM-DC inhibit pilot screen %=4.0
O=C(O)C1CCC(=O)N1Cc1ccccc1Cl (stereo unspecified) | -18% | i | 13 | 7% | -1% | -11% | -11% | 8 | 0%
CN(C)CCCN1C(=O)C(=O)/C(=C(/O)c2ccncc2)C1c1ccccc1 (stereo unspecified) | -1% | i | 6 | -4% | -6% | -8% | -15% | 8 | 6%
CC1(C)OC(=O)N(c2cccnc2)C1(C)O (stereo unspecified) | 7% | i | 15 | 0% | -8% | 8% | 0% | 7 | 2% | Spn PMK inh pilot replicates=4.0;Spn MK inh pilot replicates=1.0;DPM-DC inhibit pilot screen %=1.5
Cc1ccc(NC(=O)CN2CCC3(O)CCCCC3C2c2ccc3c(c2)OCO3)c(C)c1 (stereo unspecified) | -21% | i | 4 | 1% | -1% | 1% | -18% | 4 | x
S=c1nc(C2CCCCC2)[nH][nH]1 | -9% | i | 0 | -9% | -6% | 10% | 1% | 5 | 1%
COc1ccc(OC)c(C(C(=O)NCc2ccco2)N(C(=O)Cn2nnc3ccccc32)C2CC2)c1 (stereo unspecified) | 5% | i | 11 | 10% | -1% | 6% | -1% | 4 | 5%
Cc1cc(S(=O)(=O)Nc2ccccc2C)ccc1F | 8% | i | 0 | 2% | 13% | 1% | 6% | 1 | 13%
CS(=O)(=O)N1CCCC(C(=O)N2CCc3ccccc3C2)C1 (stereo unspecified) | -3% | i | 17 | -5% | -3% | 7% | 0% | 0 | x
CCOc1ccccc1Nc1ccc(C(=O)O)cc1NC(C)=O | 1% | i | 17 | -6% | -1% | 4% | 1% | 5 | 13%
N#Cc1nc(COc2ccc(-c3ccccc3)cc2)oc1NCCCN1CCOCC1 | 35% | i | 0 | -2% | -13% | 11% | 51%* | 7 | 10%
Cc1nn(-c2ccccc2)c(C)c1NC(=O)Cc1cccs1 | 4% | i | 10 | -6% | 2% | 18% | 5% | 7 | 1%
CC(=O)Nc1ccc(S(=O)(=O)N2CCN(c3cc(C)ccc3C)CC2)cc1 | 8% | i | 7 | 0% | x | 11% | 12% | 9 | 5%
SMILES | HPDE-C7 viability | DPM-DC inhibit | Spn PMK inh | Bfl-1 inhibitors | HT1080 cytotoxicity | Alkaline phosphatase | HPDE-C7K KRASV12 | Spn MK inh | LYP phosphatase | others
O=C(CCn1c(=O)c2ccccc2n(Cc2cc(=O)n3ccccc3n2)c1=O)NCc1ccco1 | 2% | i | 14 | 1% | 13% | 9% | -11% | 0 | 4%
CCc1c(C)nc2cc(-c3ccc(OC)c(OC)c3)nn2c1N1CCCC1 | 9% | i | 0 | 4% | 0% | 4% | 19% | 8 | -3%
COC(=O)c1c(N2C(=O)CCC2=O)sc2c1CCCC2 | -21% | i | 11 | 1% | -13% | 1% | -9% | 14 | 4%
CCOC(=O)c1cnn(-c2ccccc2)c1NC(=O)c1cccs1 | 7% | i | 15 | -9% | -6% | 13% | 0% | 18 | -2%
C[C@H](NC(=O)NCc1cccs1)C(=O)O | 8% | i | 11 | -6% | 5% | 14% | 6% | 11 | 3% | Spn PMK inh pilot replicates=0.0;Spn MK inh pilot replicates=0.0;DPM-DC inhibit pilot screen %=1.0
CC(=O)c1cc(OC(=O)c2ccncc2)ccc1OC(=O)c1ccncc1 | 13% | i | 0 | 14% | 1% | 3% | 13% | 6 | 2%
CCc1cc(C(=O)OC)c(NC(=O)CCC(=O)O)s1 | -6% | i | 0 | 0% | 2% | 7% | -3% | 3 | 7% | Spn PMK inh pilot replicates=0.0;Spn MK inh pilot replicates=0.0;DPM-DC inhibit pilot screen %=0.0
COCCN1Cc2cccc(C(=O)Nc3cc(C)cc(C)c3)c2C1=O | -10% | i | 14 | 3% | 15% | 2% | -17% | 0 | -12%
O=C1NC2=C(C(=O)c3ccccc32)C(c2ccccc2)N1 (stereo unspecified) | 1% | i | 9 | -3% | -4% | 24% | 0% | 7 | -4%
N#Cc1ccccc1NC(=O)CSc1nccn1CCc1ccccc1 | -15% | i | 3 | -6% | -3% | 7% | -8% | 4 | -2%
